Growth percent in the NCI-60 one-dose screen (48 h, 10 µM unless noted): 100 = growth as untreated, 0 = no growth, -100 = all killed.
RPMI-8226 = RPMI-8226 leukemia cells. 77,000 tested, 7.5% active
MDA-MB-468 = MDA-MB-468 breast cancer | 78,000 tested, 8.5% active
K-562 = K-562 leukemia. 78,000 tested, 7.4% active. AID 1794777
MDA-MB-231 = MDA-MB-231 breast cancer | 81,000 tested, 5% active
MDA-MB-435 = MDA-MB-435 melanoma; AID 1794794; 82,000 tested, 7.8% active
MOLT-4 = MOLT-4 leukemia cells. 80,000 tested, 6.9% active
SR = SR leukemia cells; 73,000 tested, 8.7% active; AID 1794780
CCRF-CEM = CCRF-CEM leukemia. 77,000 tested, 7% active. AID 1794778
Numbers without * were called inactive; . = no result given; & = joins results of further samples. How the source made its calls: active means growth percent below 10; inactive means the rest.

SMILES | RPMI-8226 | MDA-MB-468 | K-562 | MDA-MB-231 | MDA-MB-435 | MOLT-4 | SR | CCRF-CEM
CNN(C)c1c(C)cccc1C | 95.0 | 118.7 | 92.4 | 109.8 | 103.7 | 93.1 | 104.1 | 98.6
CC(=O)N1CC(Nc2ccc(OC(F)(F)F)cc2)=CC1=O | 21.9 | 13.8 | 8.5* | 55.0 | -27.2* | 27.1 | 25.3 | 11.0
CSc1nc(-n2ncc(C#N)c2N)c2c3c(sc2n1)CCC3 | 92.5 | 64.6 | 96.5 | 97.2 | 102.0 | 99.2 | 82.3 | 92.3
CC(=O)Nc1ccc(OCc2cn(Cc3nc4ccccc4[nH]3)nn2)cc1 | 104.4 | 95.6 | 95.1 | 97.3 | 105.6 | 105.0 | 108.6 | 102.2
CCCn1c(O)c(N=NC(=O)c2oc3ccccc3c2C)c2ccccc21 | . | 111.5 | 88.5 | 71.0 | 101.7 | 91.4 | 96.3 | 99.7
O=C(Cn1cc(CSc2nnc3oc4ccccc4n23)nn1)Nc1ccc(F)cc1 | 97.5 | 88.8 | . | 86.6 | 103.2 | . | . | 96.7
C=C1c2c(C)nn(-c3ccc(NC(C)=O)cc3)c2N(C)C23CC1C1(C)c4c(C)nn(-c5ccc(NC(C)=O)cc5)c4N(C)C(C)(CC12)C3 (configuration not stated) | -50.5* | 14.5 | 14.9 | 48.4 | 30.6 | . | . | 8.3*
CC(C)(C)C#C/C(=N\Nc1ccc([N+](=O)[O-])cc1[N+](=O)[O-])c1ccccc1 | 109.0 | 111.0 | 117.7 | 106.9 | 108.6 | 98.9 | 61.4 | 112.4
N#Cc1c(-c2ccc(F)cc2)cc(-c2cccc(OCC(=O)O)c2)[nH]c1=O | 113.8 | 97.2 | 93.2 | . | 103.3 | 91.8 | 84.6 | 96.3
COc1ccc2c(c1)C(=O)/C(=C/c1cccc(OCC(=O)Nc3nc(C)c(C)s3)c1)O2 | -63.3* | . | -72.2* | -25.1* | 15.3 | -65.4* | . | -69.6*
Oc1ccc(/C=C\c2cnccn2)cc1 | 105.5 | 98.0 | 89.3 | 99.4 | 104.0 | 76.6 | . | 64.1
O=C(O)CN1C(=O)/C(=C/c2cn(-c3ccccc3)nc2-c2ccccc2)SC1=S | 97.4 | 106.3 | 95.0 | 121.3 | 91.7 | 98.9 | . | 88.7
CCOC(=O)C1=C(C)NC(=O)NC1c1ccc(OCc2cn(-c3ccc(C(=O)O)cc3)nn2)cc1 (configuration not stated) | 108.4 | 98.9 | . | 98.1 | 106.3 | 99.2 | . | 100.9
CCOC(=O)C1=C(C)N=C2SC=C(c3ccccc3)N2[C@H]1c1cn[nH]c1-c1ccc(F)cc1 | 100.6 | 93.4 | . | 87.1 | 99.8 | . | . | 95.6
Cn1c(N)c(N=O)c(=O)n(C)c1=O | 116.1&103.9 | 111.8&121.6 | 108.1&86.8 | 98.7&108.3 | 102.2&109.2 | 117.2&93.9 | 91.7&92.4 | 116.1&105.7
Cc1cccc(NC(=O)COC(=O)c2ccc(S(=O)(=O)N3CCCC3)cc2)c1C | 66.9 | . | 107.7 | 117.7 | 122.4 | 124.8 | 104.4 | 114.6
CC(C)N(Cc1ccc(CN(C(=O)CCl)C(C)C)cc1)C(=O)CCl | 1.6* | 15.4 | 14.0 | -2.7* | 27.2 | 8.5* | 8.6* | -29.4*
CC(C)(C)NC(N)=O | 109.6 | 102.3 | 95.4 | 98.8 | 104.7 | 101.2 | 105.0 | 105.7
CC(C)N1C(=O)/C(=C2\SC(=S)N(C(C)C)C2=O)SC1=S | 92.9 | 97.1 | 93.0 | 81.0 | 100.4 | 101.4 | 109.1 | 87.8
CC(=O)Nc1c(Cl)c(Cl)c2c(c1Cl)Cc1cc(Cl)ccc1-2 | 79.3 | 89.2 | 87.9 | 70.4 | 95.1 | 74.4 | 26.9 | 67.7
COc1ccc(C2=CCCC2)cc1 | 106.5 | 100.3 | 83.4 | 120.8 | 102.0 | 90.9 | 85.9 | 94.0
CN1CCc2nc3sc(C(=O)c4ccccc4)c(N)c3cc2C1 | 88.2 | 89.6 | 47.7 | 99.1 | 43.9 | 87.6 | 56.2 | 86.2
N#CSCc1c(Cl)c(Cl)c(CSC#N)c(Cl)c1Cl | 96.3 | 101.1 | 102.3 | 98.0 | 102.1 | 102.2 | 94.1 | 95.0
NC(=O)c1ccc(F)cc1 | 97.5 | 107.8 | 93.7 | 108.0 | 102.2 | 86.9 | 85.2 | 95.3
Cc1ccc2nc(-c3nc(-c4ccccc4)n4ccccc34)[nH]c2c1 | 68.3 | 86.3 | 94.2 | 92.2 | 89.1 | 52.9 | 73.6 | 62.0
COc1ccc(CCC2(C)OCC(CCCCO)O2)cc1 (configuration not stated) | . | 111.5 | 107.8 | 99.7 | 105.1 | 99.9 | 101.9 | 83.1
COc1ccc(C2CC(C)=NN2C(N)=S)cc1 (configuration not stated) | 106.5 | . | 79.9 | 103.5 | 94.4 | 85.3 | 87.7 | .
C#C[C@@]1(O)[C@@H](CO)O[C@@H](n2cnc3c(-c4ccccc4)ncnc32)[C@@H]1O | 105.8 | 110.5 | 104.6 | 125.7 | 100.2 | 99.7 | 101.5 | 102.4
NC(=O)[C@H]1[C@@H]2C(=O)N(c3ccccc3)C(=O)[C@@H]2[C@@H]2c3ccccc3C=NN12 | 106.5 | 105.6 | 116.9 | 105.8 | 113.1 | 105.2 | 98.6 | 103.3
O=C(Nc1cccc(Cl)c1)OCCOC(=O)Nc1cccc(Cl)c1 | 97.9 | 103.5 | 82.1 | 55.4 | 84.2 | 73.0 | 80.1 | .
CN1C[C@@H](c2ccc(Cl)cc2)[C@]2(NC(=S)N(c3ccccc3)C2=O)[C@@]12C(=O)NC1C=CC(Br)=C[C@H]12 (some centres not stated) | 29.3 | 67.7 | 34.8 | 60.8 | 77.4 | 21.4 | 48.2 | 30.5
CC(C)C[C@H](NC(=O)Cn1ccccc1=O)B(O)O | 34.0 | . | 96.3 | 112.1 | 46.5 | 66.3 | 40.6 | 49.8
Cc1ccc(CCCO)cc1 | 106.0 | 107.1 | 97.9 | 110.9 | 106.3 | 100.1 | 100.8 | 105.7
O=C1N=c2cc3c(cc2=C/C1=C/c1sc(=S)n(Cc2ccco2)c1O)OCO3 | 86.7 | 107.5 | 87.3 | 77.7 | 97.7 | 80.8 | . | 70.0
Cc1ccc(C2=CSc3ccccc3N2)cc1 | . | 105.6 | 97.4 | 92.9 | 104.8 | 88.6 | . | .
O=c1cc(SCc2ccccc2Cl)[nH]c(=O)[nH]1 | 105.3 | 109.1 | 100.3 | 116.8 | 105.9 | 105.9 | 104.6 | 102.6
COc1cccc(C2NC(=O)c3c(n[nH]c3N)S2)c1O (configuration not stated) | 116.5 | 100.9 | 119.1 | 102.6 | 95.9 | 107.2 | 133.4 | .
CN1C(=O)[C@H]2c3c(cccc31)[C@H]1[C@@H](OC(N)=O)[C@H](CCC1(C)C)C2(C)C | 89.9 | . | 92.2 | 106.3 | 107.2 | 85.6 | . | 112.9
Nc1nc2c(C(=O)c3ccco3)nnn2c2cccc(Cl)c12 | 85.5 | 72.5 | 100.0 | 89.9 | 106.5 | 97.3 | 97.4 | 94.6
Cc1ccc(C(CCl)(c2ccccc2)c2ccccc2)cc1 | 104.0 | 104.5 | 94.9 | 108.4 | 106.2 | 92.7 | 102.4 | 106.7
O=C(O)CN(CC(=O)O)CC(O)CN(CC(=O)O)CC(=O)O | 105.2 | 115.1 | 96.2 | 108.1 | 103.6 | 91.7 | 98.7 | .
O=c1[nH][nH]c(=O)c2nc3ccccc3nc12 | 105.1 | 137.8 | 105.1 | 121.2 | 108.1 | 105.0 | 104.7 | 98.8
FC(F)(F)c1cc2c(Cl)ncnc2n1CCN1CCCCC1 | 102.5 | -10.6* | 0.5* | 38.8 | 56.0 | -14.3* | -50.9* | 4.2*
Cc1nc2ccccc2c2c1C(=O)OC(c1ccccc1)C2 (configuration not stated) | 96.7 | 91.1 | 118.4 | 81.7 | 108.1 | 112.5 | 111.3 | 118.7
Cc1cc(/C=C2\C=Cc3ccccc32)ccc1N(C)C | 90.5 | 65.9 | 95.7 | 104.0 | 88.8 | 101.7 | 88.4 | 83.7
O=C(Nc1ccc2c(ccn2Cc2ccccn2)c1)c1cnccn1 | 93.7 | 102.6 | 107.3 | 86.7 | 100.2 | 100.8 | 92.7 | .
O=Cc1cc2ccccc2c2ccccc12 | 98.4 | 113.7 | 105.5 | 102.4 | 95.7 | 96.7 | 76.9 | 106.8
Nc1cc(Br)c(-c2nnc(CCC(=O)c3nc4ccccc4[nH]3)o2)c(Br)c1 | 79.6 | 16.9 | 27.0 | 76.7 | 5.7* | 68.2 | 18.5 | .

Looked up by structure from the entries so far, five records:
SMILES | RPMI-8226 | MDA-MB-468 | K-562 | MDA-MB-231 | MDA-MB-435 | MOLT-4 | SR | CCRF-CEM
FC(F)(F)c1cc2c(Cl)ncnc2n1CCN1CCCCC1 | 102.5 | -10.6* | 0.5* | 38.8 | 56.0 | -14.3* | -50.9* | 4.2*
O=C(Nc1ccc2c(ccn2Cc2ccccn2)c1)c1cnccn1 | 93.7 | 102.6 | 107.3 | 86.7 | 100.2 | 100.8 | 92.7 | .
O=Cc1cc2ccccc2c2ccccc12 | 98.4 | 113.7 | 105.5 | 102.4 | 95.7 | 96.7 | 76.9 | 106.8
COc1cccc(C2NC(=O)c3c(n[nH]c3N)S2)c1O (configuration not stated) | 116.5 | 100.9 | 119.1 | 102.6 | 95.9 | 107.2 | 133.4 | .
Cc1ccc(C(CCl)(c2ccccc2)c2ccccc2)cc1 | 104.0 | 104.5 | 94.9 | 108.4 | 106.2 | 92.7 | 102.4 | 106.7

The results go on.
SMILES | RPMI-8226 | MDA-MB-468 | K-562 | MDA-MB-231 | MDA-MB-435 | MOLT-4 | SR | CCRF-CEM
CCCCCCCCCCCCNC(=S)N/N=C/c1cccc(O)c1 | 64.8 | 82.3 | 71.4 | 79.9 | 96.0 | 61.1 | 71.8 | .
COc1cccc2c1N(C)CCC2N1CCCC1=O (configuration not stated) | 99.9 | 115.5 | . | 115.1 | 105.3 | 87.4 | 88.9 | 96.4
CCN1C(=O)N(CC)C2SC(N/N=C/c3ccc(OC)cc3)=NC21 (configuration not stated) | 17.6 | 32.2 | 15.7 | 23.4 | 0.7* | 10.1 | 19.3 | 13.1
Cn1cc(-c2cc(N)n3nc(-c4cn(C)c5ccccc45)cc3n2)c2cc(Br)ccc21 | 0.3* | -24.9* | 0.9* | -41.2* | -72.6* | -0.1* | 7.4* | -4.5*
Clc1ccc2c(ncn2Cc2ccccc2)n1 | 92.6 | 93.5 | 85.3 | 116.2 | 104.2 | 99.8 | 96.5 | 92.1
O=C1Nc2ccc(Cl)cc2/C1=N\N=C\c1ccsc1 | 88.7 | 26.3 | 100.9 | 81.9 | 102.8 | 96.0 | 92.8 | 97.8
CC1CCCN(CCC(=O)c2ccccc2)C1 (configuration not stated) | 101.0 | 106.2 | 109.2 | 105.9 | 108.2 | 101.4 | 101.3 | 114.0
COc1ccc(C2=NN(C(=O)c3cc(OC)c(OC)c(OC)c3)C(c3ccc(C#N)cc3)C2)cc1OC (configuration not stated) | 60.8 | -25.8* | 20.6 | 18.2 | -40.4* | 49.5 | 28.4 | 29.9
CN1CCN(S(=O)(=O)c2ccc(NC(=O)C(Cl)Cl)cc2)CC1 | 105.0 | 106.7 | 115.2 | 102.3 | 100.3 | 114.0 | 88.4 | 119.2
COc1cc2oc(-c3cccc(NC(=O)c4cccc(Br)c4)c3)cc(=O)c2c(O)c1OC | 77.5 | 105.2 | 82.7 | 98.8 | 91.3 | 87.0 | 83.0 | 90.5
COc1ccc2c(c1)sc1nc(-c3ccccc3)c(-c3cccnc3)n12 | 79.0 | 90.1 | 82.0 | 107.1 | 99.4 | 86.6 | 86.6 | 93.1
N#Cc1c(-c2ccc(F)cc2)nc(SCc2nc3ccccc3[nH]2)nc1N1CCNCC1 | 103.8 | 102.7 | 103.6 | 92.1 | 110.3 | 84.8 | 95.8 | 101.5
O=S(=O)(Nc1nc2ccccc2[nH]1)c1ccc(F)cc1 | 102.3 | 86.6 | . | 94.4 | 100.4 | . | . | .
O=C(CC(C(=O)c1ccccc1)N1CCN(Cc2ccccc2)CC1)c1ccccc1 (configuration not stated) | 28.7 | 70.1 | 19.5 | 96.0 | 109.1 | 49.5 | 57.2 | 8.5*
CN(NC(=O)C(=O)NCc1ccco1)C(=O)Nc1ccccc1 | 98.8 | 104.4 | 108.0 | 100.4 | 103.1 | 96.2 | 97.5 | 97.0
COc1ccc(S(=O)(=O)N2C(=O)N(S(=O)(=O)c3ccc(OC)cc3OC)[C@H](OC)[C@H]2OC)c(OC)c1 | 95.2 | 113.9 | 99.1 | 101.8 | 105.5 | 85.7 | . | 94.1
C=CCOc1ccn(C)c(=O)n1 | 108.4 | 87.4 | 102.5 | 103.5 | 106.7 | 97.0 | 105.6 | 104.5
CC(C)(C)c1cc(O)cc(C(=O)O)c1O | 102.4 | 101.9 | 112.1 | 106.1 | 116.6 | 101.5 | 109.6 | 114.4

Compounds shown so far with a thiophene ring, fused or not, in the order listed:
SMILES | RPMI-8226 | MDA-MB-468 | K-562 | MDA-MB-231 | MDA-MB-435 | MOLT-4 | SR | CCRF-CEM
CSc1nc(-n2ncc(C#N)c2N)c2c3c(sc2n1)CCC3 | 92.5 | 64.6 | 96.5 | 97.2 | 102.0 | 99.2 | 82.3 | 92.3
CN1CCc2nc3sc(C(=O)c4ccccc4)c(N)c3cc2C1 | 88.2 | 89.6 | 47.7 | 99.1 | 43.9 | 87.6 | 56.2 | 86.2
O=C1Nc2ccc(Cl)cc2/C1=N\N=C\c1ccsc1 | 88.7 | 26.3 | 100.9 | 81.9 | 102.8 | 96.0 | 92.8 | 97.8

From PubChem
